West Nile antiviral = West Nile virus antiviral activity, cell-based, CPE readout (AID 1621); West Nile virus-infected cells, CPE inhibition; higher % means a stronger effect; CPE inhibition, % at 10 µM, or IC50 in µM where a hit was titrated; hit rate 0.02% among 290,000; in the data active = a potency from the dose series; also: strong numbers were not always called active
KOR beta-arrestin-1 = kappa opioid receptor blockers – cell-based, luminescence, uHTS (AID 1778); KOR beta-arrestin recruitment, luminescence, antagonist mode; higher % means a stronger effect; one-dose inhibition, % at 10 µM; IC50 in µM for titrated hits; hit rate 0.091% among 290,000; in the data active = inhibition above about 50%; also: strong numbers were not always called active
GPR35 antagonists = GPR35 antagonists blocking zaprinast-driven arrestin recruitment, primary screen, imaging, U2OS, beta-arrestin-GFP, zaprinast agonist (AID 2058); U2OS GPR35 beta-arrestin-GFP translocation imaging, zaprinast antagonism; higher % means a stronger effect; inhibition, % at 10 µM; hits with a dose series show IC50 in µM; hit rate 0.052% among 290,000;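 active = inhibition of at least 50% with at least 30 cells and total cytoplasm GFP at most 10,000,000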
NTR1 agonist = agonists of NTR1, primary screen, imaging, U2OS cells, beta-arrestin-GFP, high content (AID 493036); activation, % at 20 µM; NTR1-U2OS beta-arrestin-GFP spot imaging, agonist mode; P30989; hit rate 0.17% among 330,000;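 active = activation at or above 40% of the spot to cytoplasm intensity ratio, with at least 20 cells analyzed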;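 also: 0% = DMSO without peptide and 100% = 100 nM NTR1 peptide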
Target sequence (P30989 whole entry, looked up): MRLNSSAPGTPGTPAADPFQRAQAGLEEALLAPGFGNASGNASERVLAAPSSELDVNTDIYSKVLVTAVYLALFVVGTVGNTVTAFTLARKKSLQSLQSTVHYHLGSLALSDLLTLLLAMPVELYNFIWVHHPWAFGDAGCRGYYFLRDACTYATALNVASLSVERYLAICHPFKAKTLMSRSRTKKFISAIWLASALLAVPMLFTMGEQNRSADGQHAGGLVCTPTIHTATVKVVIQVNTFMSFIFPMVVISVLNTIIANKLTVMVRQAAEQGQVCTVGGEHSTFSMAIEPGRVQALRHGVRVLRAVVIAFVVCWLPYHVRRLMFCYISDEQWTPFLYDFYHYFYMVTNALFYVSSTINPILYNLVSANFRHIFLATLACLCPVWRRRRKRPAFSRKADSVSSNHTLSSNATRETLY
KOR beta-arrestin-2 = KOR agonists, beta-arrestin recruitment, primary screen, cell-based, luminescence, uHTS (AID 1777) | KOR beta-arrestin recruitment, luminescence; higher % means a stronger effect | one-dose activation, % at 10 µM; EC50 in µM for titrated hits | hit rate 0.02% among 280,000; in the data active = activation above about 50%, passing the limit was not always enough; also: a part of the inactive calls stands beside numbers as strong as those of hits
GPR55 activation = GPR55 agonists via beta-arrestin recruitment, primary screen, imaging, U2OS cells, beta-arrestin-GFP redistribution (AID 1961) | U2OS GPR55 beta-arrestin-GFP redistribution imaging; higher % means a stronger effect | one-dose activation, % at 10 µM; EC50 in µM for titrated hits | hit rate 0.048% among 290,000;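 active = activation above 40% with more than 50 cells counted in the well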;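 also: U2OS osteosarcoma cells stably expressing GPR55 and beta-arrestin-GFP; plate controls were DMSO negative control for no effect and LPI positive control for full effect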
GPR55 LPI antagonism = GPR55 antagonists blocking LPI-driven arrestin recruitment, primary screen, imaging, U2OS, beta-arrestin-GFP, LPI agonist (AID 2013) | U2OS GPR55 beta-arrestin-GFP translocation imaging, LPI antagonism; higher % means a stronger effect | inhibition, % at 10 µM; hits with a dose series show IC50 in µM | hit rate 0.13% among 290,000;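 active = spots per cell inhibited over 60%, with over 100 cells counted and total cytoplasm intensity under 500,000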;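 also: U2OS cells stably carrying GPR55 and arrestin-GFP stimulated by 5 µM LPI near EC80; imaged beta-arrestin-GFP aggregate spots per cell after agonist stimulation; plate controls were LPI-stimulated DMSO wells for no effect and DMSO wells without LPI for full effect; some results filed as inactive read as strong as hits; confirmed hits need IC50 under 10 µM and bright autofluorescent wells are also inconclusive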
T cell HTS = modulates CD8 T cell binding to vesicles. AID 2052. 2C CD8+ T cell-vesicle binding, flow cytometry; active compounds read low. calls only at 7 µM. hit rate 0.068% among 330,000;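 active = response, share of CD8 T cells binding vesicles, and their 90th percentile fluorescence all below set limits, cut at about 80% in these data, passing the limit was not always enough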
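Assay system – 2C mouse CD8+ T cells · Also added – QL9-loaded Drosophila micro-vesicles · Timing – Cell–vesicle co-incubation 1.5 h at 37 °C, staining 20 min on ice · Signal – flow cytometry of vesicle-bound cells · Measure – percent CD8+ FL2 mean versus row control · Controls – Peptide-free naked vesicles (low) and QL9 vesicles with 0.7% DMSO vehicle (high)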
PhoP inhibition = PhoP-dependent GFP reporter repression – Salmonella Typhimurium, primary screen (AID 1863) | one-dose inhibition, % at 50 µM; IC50 in µM for titrated hits | S. Typhimurium PhoP-regulated promoter GFP reporter, 4 h; higher % means a stronger effect | hit rate 0.16% among 300,000;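 active = inhibition over 29.93%, a cutoff 3 SD above the screen mean, later confirmed by dose response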;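 also: 0% = low Mg2+ inducing control and 100% = high Mg2+ repressing control; strong numbers were not always called active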
T cell HTS vesicle-bound % = also measured in T cell HTS; calls as there; double positive events, %; measured here: CD8+ vesicle-bound cell fraction;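 binding gate set so that unloaded-vesicle control wells show 10% double positive cells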
NTR1 agonist cell count 20 µM = second read-out of NTR1 agonist, no call of its own (marks repeat the call); cell count; measured here: cell count, cytotoxicity flag
Active calls of the source: *; i = inactive; x = no result given; [ ] = remark or other dose. An unsorted share of the library, and some 0.62% of all compounds hit somewhere here.

SMILES	West Nile antiviral	KOR beta-arrestin-1	GPR35 antagonists	NTR1 agonist	NTR1 agonist cell count 20 µM	KOR beta-arrestin-2	GPR55 activation	GPR55 LPI antagonism	T cell HTS	T cell HTS vesicle-bound %	PhoP inhibition
CCCC(=O)Nc1cc(C)c(NC(=O)c2ccccn2)cn1	-0.3%	-41%	-8%	-3.9	69	6.3%	-0.1%	-14%	i	46	2%
CC1CCCC(C)N1C(=O)CN1CCN(c2nc(-c3ccc(F)cc3)cs2)CC1 (centres undefined)	3.0%	-17%	6%	8.7	58	1.8%	0.2%	-18%	i	13	-4%
COc1ccc(CNC(=O)CSCc2cnn(-c3ccccc3)c2-n2cccc2)cc1	0.0%	-9%	-8%	3.0	93	-3.3%	-0.1%	7%	i	22	-2%
O=C(Cn1c(=O)n(CCc2c[nH]c3ccccc23)c(=O)c2cccnc21)Nc1ccccc1F	x	1%	-10%	-1.3	92	-2.1%	-0.3%	12%	i	39	-4%
CCOc1ccccc1NC(=O)C1CCN(c2nc(-c3ccc(OC)cc3)no2)CC1	0.4%	-4%[20 µM]	12%	9.6	59	2.4%	-0.1%	13%	i	22	x
COc1ccccc1NC(=O)Cn1nc(-c2ccncc2)nc1SCC(=O)NC1CCCC1	-1.2%	32%	2%	-0.4	63	-6.7%	0.6%	4%	i	32	0%
COc1ccc(-c2cc3cc(OC)c(OC)cc3c(C)n2)cc1C	0.0%	-15%	-8%	7.8	57	3.8%	0.0%	11%	i	33	10%
C=CCN(C(=O)Nc1ccc(F)cc1)C1CC(=O)N(c2ccc(OC)cc2)C1=O (centres undefined)	x	-4%	1%	-1.2	75	-2.6%	0.1%	8%	i	2	6%
FC(F)(F)c1cccc(/C=N/NC(=S)NC2CCCCC2)c1	-1.4%	-3%	-8%	11	51	-5.2%	0.2%	-4%	i	23	-3%
OC1(c2cccc(C(F)(F)F)c2)CCN(Cc2nnnn2Cc2ccccc2)CC1	-0.7%	-46%[20 µM]	5%	3.1	65	-0.5%	-0.1%	1%	i	51	-5%
O=C(O/N=C\c1ccc(N2CCCCC2)c([N+](=O)[O-])c1)c1c(F)cccc1F	0.3%	-3%	2%	4.2	35	0.7%	-0.1%	-4%	i	37	12%
O=C(NCc1ccccn1)Nc1cc(Cl)cc(Cl)c1	-0.9%	10%	16%	1.3	66	0.0%	0.0%	-4%	i	7	4%
CC(C)(C)c1nn2cnnc2n(/N=C/c2ccc(O)cc2)c1=O	-0.1%	12%	1%	-0.7	40	-1.5%	0.5%	-2%	i	59	10%
CCOC(=O)c1oc2cccc(O)c2c1CN1CCOCC1	-1.0%	7%	15%	-1.3	84	-0.7%	-0.3%	-8%	i	9	-3%
CCOCCCNC(=O)C(c1ccc(Cl)cc1)N1CCC2(CC1)OCCO2 (centres undefined)	-0.5%	18%	2%	0.2	60	2.3%	-0.1%	6%	i	20	-1%
O=C(Nc1ccc(F)cc1)c1ccc(Cn2cnnn2)cc1	1.1%	14%	-6%	-0.4	57	-1.8%	-0.5%	-4%	i	7	6%
COC(=O)c1ccc(NC(=O)Nc2ccc3c(c2)OCO3)cc1	-0.5%	-24%	22%	-1.2	53	-4.1%	-0.1%	49%	i	15	0%
CCOc1ccccc1OCCn1nc2ccccc2n1	-0.7%	-26%	9%	-0.3	59	3.4%	-0.1%	18%	i	54	7%
CSc1nc2ccc(NC(=O)c3cc4ccccc4o3)cc2s1	-0.5%	-4%	-1%	4.8	72	5.4%	-0.2%	6%	i	47	5%
CCCCN1C(N)=NC[C@H]1Cc1ccc(O)cc1	0.3%	27%	-11%	1.2	95	0.4%	-0.1%	1%	i	40	5%
Oc1ccc(Nc2ncnc3scc(-c4ccccc4)c23)cc1	0.9%	3%	-1%	13	51	4.6%	-0.1%	0%	i	23	-13%
O=S(=O)(c1ccc(F)cc1)N1CCc2ccccc2C1	-0.6%	2%	6%	1.1	80	1.3%	0.2%	1%	i	64	0%
O=C(Cc1ccccc1F)Nc1ccc2c(c1)CCC2	-0.4%	-8%	1%	0.6	46	-5.2%	0.2%	2%	i	27	-1%
CCN(CC)C(=O)CSc1nc2[nH]ncc2c(=O)[nH]1	0.8%	13%	14%	-1.5	77	0.1%	1.5%	-5%	i	23	-7%
CCc1ccc(CN2CCC(n3nccc3NC(=O)c3ccc4c(c3)OCO4)CC2)cc1	-1.5%	-27%	-8%	1.6	75	-1.8%	-0.1%	4%	i	15	2%

Random excerpt: two compounds from above, in no set order.
SMILES	West Nile antiviral	KOR beta-arrestin-1	GPR35 antagonists	NTR1 agonist	NTR1 agonist cell count 20 µM	KOR beta-arrestin-2	GPR55 activation	GPR55 LPI antagonism	T cell HTS	T cell HTS vesicle-bound %	PhoP inhibition
O=C(NCc1ccccn1)Nc1cc(Cl)cc(Cl)c1	-0.9%	10%	16%	1.3	66	0.0%	0.0%	-4%	i	7	4%
CCOC(=O)c1oc2cccc(O)c2c1CN1CCOCC1	-1.0%	7%	15%	-1.3	84	-0.7%	-0.3%	-8%	i	9	-3%

Individual results from the entries so far.
In PhoP inhibition, CC(C)(C)c1nn2cnnc2n(/N=C/c2ccc(O)cc2)c1=O is entered as 10%
In KOR beta-arrestin-1, C=CCN(C(=O)Nc1ccc(F)cc1)C1CC(=O)N(c2ccc(OC)cc2)C1=O (centres undefined) is entered as -4%

Entries above with an NH in an aromatic ring (2):
SMILES	West Nile antiviral	KOR beta-arrestin-1	GPR35 antagonists	NTR1 agonist	NTR1 agonist cell count 20 µM	KOR beta-arrestin-2	GPR55 activation	GPR55 LPI antagonism	T cell HTS	T cell HTS vesicle-bound %	PhoP inhibition
O=C(Cn1c(=O)n(CCc2c[nH]c3ccccc23)c(=O)c2cccnc21)Nc1ccccc1F	x	1%	-10%	-1.3	92	-2.1%	-0.3%	12%	i	39	-4%
CCN(CC)C(=O)CSc1nc2[nH]ncc2c(=O)[nH]1	0.8%	13%	14%	-1.5	77	0.1%	1.5%	-5%	i	23	-7%

Next section:
SMILES	West Nile antiviral	KOR beta-arrestin-1	GPR35 antagonists	NTR1 agonist	NTR1 agonist cell count 20 µM	KOR beta-arrestin-2	GPR55 activation	GPR55 LPI antagonism	T cell HTS	T cell HTS vesicle-bound %	PhoP inhibition
CCCn1c(=S)[nH]c2sc3c(c2c1=O)CCCC3	0.5%	15%	-7%	0.8	51	-4.0%	-0.2%	10%	i	14	-1%
COc1ccc(-c2nnnn2C(C)C)cc1	0.8%	1%	10%	-0.3	65	2.7%	-0.3%	-7%	i	42	-14%
Cc1ccc(CSc2nnc3nc(C)cc(C)n23)cc1	-0.2%	-4%	-10%	0.2	47	-2.0%	0.0%	1%	i	5	6%
CCC(C(=O)NN1C(=O)c2ccccc2C1=O)c1ccccc1 (centres undefined)	0.4%	-13%	5%	0.8	80	3.4%	-0.2%	2%	i	29	-3%
NS(=O)(=O)c1ccc(C(=O)Nc2ccc(-c3nc4cccnc4s3)cc2)cc1	1.1%	-1%	-4%	0.1	63	1.9%	0.7%	4%	i	28	-7%
O=C(Cc1c(F)c(F)c(F)c(F)c1F)Nc1nc(-c2ccccc2)cs1	-0.5%	-20%	-13%	18	53	-3.6%	0.1%	-11%	i	22	6%
Cn1ccnc1Sc1ccccc1[N+](=O)[O-]	-0.1%	7%	8%	-0.6	36	-0.1%	-0.3%	-5%	i	38	1%
COc1cc(OC)cc(C(=O)NCC(=O)N2CCCCC2)c1	-0.4%	4%	3%	-0.9	82	-0.7%	0.1%	6%	i	51	2%
CC/C(=N\Nc1ccnc2cc(Cl)ccc12)c1ccc(O)cc1	-0.5%	4.9µM*	4%	13	36	-3.6%	-0.1%	1%	i	17	11%
O=C(Nc1ccccc1C(=O)Nc1ccccc1C(=O)O)c1ccccc1	1.9%	-2%	-2%	-0.1	42	-4.0%	-0.1%	0%	i	8	8%
COc1ccc(-c2cnnn2-c2ccc(NC(=O)c3ccco3)cc2)cc1OC	0.3%	2%	-16%	2.2	57	3.1%	-0.1%	2%	i	57	2%
Cc1sc(NC(=O)CSc2nnc(-c3ccc(F)cc3)o2)c(C#N)c1C	3.3%	21%	15%	4.0	89	-8.3%	-0.2%	0%	i	36	7%
CC1(C)C(=O)Nc2ccccc2N1C(=O)CSc1ncccn1	0.2%	-6%	3%	0.7	42	-4.0%	0.1%	16%	i	49	5%
CCN=C1SC(CC(=O)Nc2sc3c(c2C#N)CCCC3)C(=O)N1CC (centres undefined)	0.6%	2%	-10%	-0.3	36	-8.5%	0.6%	3%	i	17	-7%
CCCCCOC(=O)CSc1nc2c(c(=O)[nH]c(=O)n2C)n1Cc1ccc(Cl)cc1	-0.1%	-53%	2%	15	68	13%	-0.1%	-2%	i	35	11%
N#Cc1nc(COc2ccccc2Cl)oc1NCc1ccc(F)cc1	-0.8%	11%	-15%	7.9	80	-0.3%	0.7%	16%	i	12	-1%
CC1CC(C)CN(S(=O)(=O)c2ccc3c(c2)CC(C)N3C(=O)C2CC2)C1 (centres undefined)	1.2%	-28%	5%	1.8	65	-1.1%	0.3%	-17%	i	19	8%
CC(Nc1cc(N2CCN(S(=O)(=O)N(C)C)CC2)ccc1[N+](=O)[O-])c1ccccc1 (centres undefined)	-1.1%	12%[20 µM]	-2%	1.0	48	-4.7%	0.3%	1%	i	44	-5%
O=C(COC(=O)c1ccc(O)cc1)Nc1ccc(N2CCCCC2)cc1	0.1%	12%	-5%	-2.9	82	-3.4%	0.5%	11%	i	58	1%

Results in West Nile antiviral and T cell HTS vesicle-bound % (5 entries from above):
| Compound | West Nile antiviral | T cell HTS vesicle-bound % |
| --- | --- | --- |
| O=C(Cn1c(=O)n(CCc2c[nH]c3ccccc23)c(=O)c2cccnc21)Nc1ccccc1F | x | 39 |
| CCOc1ccccc1NC(=O)C1CCN(c2nc(-c3ccc(OC)cc3)no2)CC1 | 0.4% | 22 |
| COc1ccccc1NC(=O)Cn1nc(-c2ccncc2)nc1SCC(=O)NC1CCCC1 | -1.2% | 32 |
| COc1ccc(-c2cc3cc(OC)c(OC)cc3c(C)n2)cc1C | 0.0% | 33 |
| C=CCN(C(=O)Nc1ccc(F)cc1)C1CC(=O)N(c2ccc(OC)cc2)C1=O (centres undefined) | x | 2 |
